Assay outcomes from PubChem BioAssay.
CHRM4 PAM: potentiates acetylcholine response at human M4 receptor; P08173; CHO-K1 hM4/Gqi5, Fluo-8 calcium fluorescence, ACh EC20; 0% = ACh EC20, 100% = maximal ACh; activation, % at 3 µM; 0.4% of 360,000 active; AID 624126;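 active = activation above its plate's cutoff, the mean activation of sample wells plus 3 SD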; also: some results filed as inactive read as strong as hits
Target sequence (P08173 whole entry, looked up): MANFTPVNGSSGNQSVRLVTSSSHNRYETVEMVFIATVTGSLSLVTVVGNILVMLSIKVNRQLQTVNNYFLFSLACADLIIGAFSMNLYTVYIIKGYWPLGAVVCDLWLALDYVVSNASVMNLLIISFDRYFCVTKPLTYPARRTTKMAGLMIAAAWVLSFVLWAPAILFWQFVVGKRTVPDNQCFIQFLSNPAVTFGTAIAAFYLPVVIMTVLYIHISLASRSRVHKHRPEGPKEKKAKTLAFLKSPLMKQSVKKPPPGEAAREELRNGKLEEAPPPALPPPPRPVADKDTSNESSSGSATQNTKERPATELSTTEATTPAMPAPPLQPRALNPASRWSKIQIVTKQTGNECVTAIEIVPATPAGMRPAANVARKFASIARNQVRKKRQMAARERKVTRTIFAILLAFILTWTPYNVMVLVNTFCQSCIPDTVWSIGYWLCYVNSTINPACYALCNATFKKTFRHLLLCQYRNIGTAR
CHO-K1 Ca antag: nonselective inhibitor or artifact in parental CHO-K1 cells. ATP-induced calcium, Fluo-8 fluorescence. inhibition, % at 3 µM. 0.6% of 360,000 active. AID 602250;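 active = inhibition above a per-plate cutoff, the plate's mean sample inhibition plus 3 SD, cut at about 24% in these data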;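 also: 0% = DMSO plus EC80 ATP and 100% = DMSO alone without ATP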
M4 ag: agonists of human muscarinic M4 receptor (CHRM4) | P08173 | CHO-K1 hM4/Gqi5, Fluo-8 calcium fluorescence; vehicle 0%, full acetylcholine response 100% | activation, % at 3 µM | 0.14% of 360,000 active;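 active = activation above the run mean over all test wells plus 3 SD, cut at about 32% in these data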;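 also: peak over basal fluorescence ratio per well then scaled between controls; 0% = DMSO wells and 100% = acetylcholine at EC100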
CHRM5 antagonist: blocks acetylcholine activation of human M5 receptor; P08912; CHO-hM5 cells, Fluo-8 calcium fluorescence, ACh EC80; inhibition, % at 3 µM; 0.59% of 360,000 active; AID 624040;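 active = inhibition above a per-plate cutoff, the mean of that plate's test compounds plus 3 SD, cut at about 27% in these data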;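 also: 0% = acetylcholine EC80 with DMSO and 100% = DMSO without agonist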
Target sequence (P08912 whole entry, looked up): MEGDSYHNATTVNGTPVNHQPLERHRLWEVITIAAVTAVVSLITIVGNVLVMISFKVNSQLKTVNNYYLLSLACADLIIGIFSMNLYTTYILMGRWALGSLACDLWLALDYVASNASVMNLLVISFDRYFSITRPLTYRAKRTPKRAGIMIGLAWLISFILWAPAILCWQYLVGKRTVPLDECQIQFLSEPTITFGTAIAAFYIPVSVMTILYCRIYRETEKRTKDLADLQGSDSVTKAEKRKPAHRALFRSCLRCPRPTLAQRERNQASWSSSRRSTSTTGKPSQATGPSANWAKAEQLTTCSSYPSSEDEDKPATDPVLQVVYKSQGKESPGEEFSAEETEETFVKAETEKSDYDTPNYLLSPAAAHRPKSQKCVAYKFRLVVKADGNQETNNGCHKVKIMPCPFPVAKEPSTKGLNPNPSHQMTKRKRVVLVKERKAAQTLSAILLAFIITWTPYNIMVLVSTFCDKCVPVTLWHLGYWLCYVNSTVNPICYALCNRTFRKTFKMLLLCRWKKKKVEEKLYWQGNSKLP
CHO-K1 Ca PAM: nonselective activator or artifact in parental CHO-K1 calcium assay; ATP EC20, Fluo-8 calcium fluorescence; 0% at ATP EC20, 100% at ATP max; activation, % at 3 µM; 0.02% of 360,000 active; AID 602247;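 active = activation above the run cutoff, the mean activation of all test compounds plus 3 SD, cut at about 40% in these data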;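 also: peak over basal fluorescence ratio in a 140 s read after ATP addition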
CHRM4 antagonist: blocks acetylcholine activation of human M4 receptor; CHO-hM4 cells, ACh EC80, Fluo-8 calcium fluorescence; P08173; 0.73% of 360,000 active; inhibition, % at 3 µM;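 active = inhibition above its plate's cutoff, the mean inhibition of sample wells plus 3 SD, cut at about 27% in these data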;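 also: 0% = acetylcholine EC80 with DMSO and 100% = DMSO without agonist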
CHRM5 PAM: CHRM5 positive allosteric modulation. 0.3% of 360,000 active. AID 624038. activation, % at 3 µM. P08912. CHO-K1 hM5, Fluo-8 calcium, ACh EC20 PAM; 0% = ACh EC20, 100% = ACh EC100;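 active = activation above the run cutoff, the mean activation of all test compounds plus 3 SD, cut at about 18% in these data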
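Assay system – human M5 receptor in CHO-K1 cells · Read-out – % activation, ACh-normalized · Technique – Fluo-8 calcium fluorescence · Dosing – single-point, 3 µM nominal · Incubation – Fluo-8 loading 80 min at 37 °C plus 30 min room temperature · Repeats – singlicate, one well per test compound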
M1 ag parental: counter-screen for M1 agonists: effect in parental CHO-K1 cells; Fluo-8 calcium fluorescence; scaled to maximal ATP response, vehicle zero; activation, % at 3 µM; 0.48% of 360,000 active; in the data active = activation above about 15%;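 also: untransfected CHO-K1 host cells lacking M1 receptor as counterscreen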
M5 ag: agonists of human muscarinic M5 receptor (CHRM5); P08912; AID 624037; CHO-K1 hM5 cells, Fluo-8 calcium fluorescence; 0% DMSO wells, 100% maximal acetylcholine response; 0.19% of 360,000 active; activation, % at 3 µM;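 active = activation above the run's mean over test compounds plus 3 SD, cut at about 23% in these data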;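 also: signal is peak over basal fluorescence ratio across the kinetic read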
An asterisk follows results filed as active. An unsorted share of the library; overall some 2.7% were active at least once.

SMILES	CHRM4 PAM	CHO-K1 Ca antag	M4 ag	CHRM5 antagonist	CHO-K1 Ca PAM	CHRM4 antagonist	CHRM5 PAM	M1 ag parental	M5 ag
C[C@@H]1CN([C@@H](C)CO)C(=O)c2cc(NC(=O)c3ccccc3)ccc2O[C@@H](C)CCCCO[C@@H]1CN(C)S(=O)(=O)c1ccc(F)cc1	4.6	0.7	0.6	8.5	7.1	-3.7	-1.9	1.1	0.3
COC(=O)c1ccc2nc(C3CCCCC3)c(Cc3ccc(OC)cc3C)n2c1	-3.4	-4.8	1.3	-6.0	10.9	3.9	-0.5	1.0	0.5
CN(CCCNC(=O)c1ccc(N2CCCC2=O)cc1)c1ccccc1	-21.2	1.2	3.1	-0.3	1.8	21.9	-7.0	0.0	-0.6
COc1ccc(CCNC(=O)CCc2ccsc2)cc1OC	6.1	-12.7	2.2	-1.8	32.0	-13.4	1.4	0.8	-1.6
Cc1cccnc1CCNC(=O)CCc1nnc(CCc2ccccc2)o1	-8.1	-4.6	1.8	-2.8	13.6	-12.6	2.1	1.6	-0.9
Cc1cc(C)cc(-n2nnnc2SCC(=O)Nc2nc(-c3ccc(Cl)cc3)cs2)c1	8.1	-13.2	0.6	2.8	-2.4	-0.8	-2.5	-0.3	4.3
Cc1ccc2nsnc2c1N	0.9	-11.0	1.5	-3.6	22.8	0.4	1.4	0.2	2.5
COC(=O)[C@H](CC(C)C)NC(=O)/C=C/[C@H]1O[C@@H](n2cc(C)c(=O)[nH]c2=O)C[C@@H]1O	0.3	-15.2	0.9	-5.3	-4.0	-0.3	-5.0	0.3	1.6
Cc1c(C(=O)N2CCCCC2)c(S(=O)(=O)NCc2ccc(F)cc2)c(C)n1C	11.7	-9.8	0.8	5.0	15.2	15.9	8.7	0.7	-4.5
CCN(CC)C(=O)C12CC3CC(CC(Br)(C3)C1)C2	5.4	-1.5	0.0	7.8	-4.6	4.7	1.7	0.3	2.0
CC(C)CC(=O)Nc1ccccc1-c1nnn(CC(=O)N2CCc3ccccc3C2)n1	-1.6	-5.3	0.2	1.0	15.2	-3.2	-8.4	1.0	-11.2
CCN1CCN(c2ccc(S(=O)(=O)N3CCCCC3)cc2NC(=O)C(C)Oc2ccc(F)cc2)CC1 (centres undefined)	-5.2	-11.5	1.1	-5.1	25.1	5.9	9.4	3.8	-5.3
CC(C)Oc1ccc(C(=O)Nc2ccc(C(F)(F)F)n(C)c2=O)cc1	-7.8	-2.4	-0.3	9.2	22.6	10.6	-3.5	0.5	-2.4
C/C(=N\OC(=O)Nc1ccc(Cl)cc1)c1ncc(C(F)(F)F)cc1N1CCOCC1	-5.5	3.6	8.7	7.1	15.0	-3.5	-21.1	6.0	0.1
Cc1cc2c(cc1S(=O)(=O)NCc1ccccc1)n(C)c(=O)c(=O)n2C	-1.8	-4.8	-0.2	2.5	16.6	3.6	-1.7	0.1	-0.7
Cc1noc(C)c1COC(=O)CCc1nc2ccccc2s1	2.8	-10.6	0.9	4.5	15.8	-2.9	0.0	0.1	-3.3
O=C(Nc1ccccc1)Nc1ccccn1	4.7	-7.2	0.7	-9.2	1.5	1.8	-5.0	0.0	-1.6
CCN1CCN(S(=O)(=O)c2cc(OC)ccc2OC)CC1	-13.6	19.8	0.8	1.4	-11.7	19.6	-4.0	0.3	-1.4
CCCCN(CCCC)C(=O)c1cc2ccccc2c(=O)o1	2.0	1.2	-1.3	5.5	15.6	9.6	-5.7	0.1	-1.0
CCOC(=O)C1(C)CCCCCN1C(=O)c1ccccc1F (centres undefined)	8.6	-7.9	0.6	0.2	27.3	-0.5	3.8	0.1	0.4
CNc1nc(-c2ccccc2)cc(C(F)(F)F)c1C#N	24.5	13.1	1.4	-7.1	-3.5	-1.5	6.4	0.3	2.8
O=C(CNCC1CCCO1)Nc1ccccc1N1CCCCCC1 (centres undefined)	1.7	-13.6	0.2	4.5	13.3	-5.3	-12.8	0.2	-3.9
CCN(CC)C(=O)C1=C(C)N(CCC2=CCCCC2)C(=O)C(CC(=O)NCCCN(C)C)C1 (centres undefined)	3.0	-15.6	0.3	5.3	19.8	-9.6	-3.3	0.5	1.3
CC(C)(C)OC(=O)NCCc1nnc(SCc2ccc(Cl)cc2Cl)o1	0.5	20.0	0.2	-5.3	-0.9	-3.1	-0.9	-0.3	-3.8
COc1ccc(-c2ccc3c(c2)[C@@H]2C[C@H](N(C)C(=O)C(C)(C)C)[C@H]([C@H](C)O)C(=O)N2CC3)cc1	1.5	-22.7	3.7	-5.2	4.9	-8.0	0.4	0.3	0.1
NC(=O)NC(=O)CSc1nnc(-c2ccco2)n1Cc1ccccc1	-3.8	19.5	0.0	-6.9	-6.6	0.5	2.5	-0.2	0.6
COc1ccc(C)cc1NS(=O)(=O)c1cc(C)ccc1C	6.5	3.6	-2.5	2.4	-5.1	3.8	-8.0	0.2	-3.1
Cc1ccc(C(=O)NC2CCC(C)CC2)o1 (centres undefined)	7.6	5.2	-0.5	-5.4	-2.9	8.7	9.1	0.7	-2.9
C=CC[C@@H](CC(=O)N(CCO)Cc1ccccc1)C(=O)N[C@H](COC(=O)[C@@H](CC=C)CC(=O)OC(C)(C)C)c1ccccc1	-3.1	-17.7	8.2	1.0	-2.9	12.3	-11.6	-0.9	-1.5
O=C1CC(=O)N(Cc2ccco2)C(=O)N1	-5.8	-5.2	1.1	7.0	5.3	1.1	-4.3	1.5	-0.9
Cc1oc2ccc(O)cc2c1C(=O)c1ccc([N+](=O)[O-])cc1	2.6	-6.5	4.7	-4.1	20.6	-8.6	-3.9	3.3	-2.2
O=C(NCC(=O)N1CCCC1)c1ccc(Br)o1	10.0	-1.2	0.7	4.1	15.1	-4.2	2.0	0.6	1.2
Cc1cc2nnc(SC3CCCCN(C(=O)c4ccc(F)cc4)C3=O)n2c2ccccc12 (centres undefined)	-4.5	-1.4	0.2	-2.4	4.8	0.1	4.1	-0.1	0.5
COc1cccc(CNC(=O)c2cccc(S(=O)(=O)N3CCN(c4ccc(F)cc4)CC3)c2)c1	-5.6	9.7	12.2	15.9	6.8	12.4	-16.4	5.2	12.6
CCCN1CCC(NC(=O)Nc2ccc(Br)cc2)CC1	-0.8	7.4	2.2	7.2	15.7	2.7	-3.0	1.8	-1.6
CN1CCN(c2ccncc2S(=O)(=O)N2CCCC2)CC1	-3.5	-10.8	0.0	7.7	12.3	-6.2	-9.7	0.6	-2.6
Cc1nc2nc(C)c(NS(=O)(=O)c3ccc(C(C)(C)C)cc3)c(=O)n2[nH]1	-2.2	-8.8	-0.3	16.7	6.1	1.1	-2.8	0.4	-1.9
Cc1nnc(Sc2cc(NCCCO)c([N+](=O)[O-])c3nonc23)s1	2.7	-9.4	0.9	8.8	16.3	4.0	3.2	0.2	-3.6
COC(=O)c1ccccc1S(=O)(=O)N1CCC(C(=O)OC(C)C(=O)NC(N)=O)CC1 (centres undefined)	-4.2	-16.9	0.9	-7.0	1.4	-3.8	9.9	0.1	0.1
Cc1ccc(-n2c(C)cc(/C=N\NC(=O)CC(=O)NC(C)C)c2C)cc1	4.4	7.2	0.3	2.8	-8.7	-5.8	0.1	-0.5	-1.8
O=C(O)c1ccc(/C=N/Nc2ccc(C(F)(F)F)cn2)cc1	2.2	-0.3	0.1	-4.2	10.0	9.1	4.7	1.0	-1.4
COc1ccc(CSc2nc(C)cc(C)c2S(C)(=O)=O)cc1	-4.7	0.5	1.3	8.8	6.5	4.0	-5.7	1.8	-0.7
CCc1ccccc1N(CC(=O)O)S(C)(=O)=O	-0.5	-0.8	0.3	-3.5	12.5	1.6	10.5	0.4	-5.7
COc1ccc(CCn2nnnc2C(C(C)C)N2CCC(C(N)=O)CC2)cc1OC (centres undefined)	-0.2	-8.1	0.2	2.8	16.6	1.8	0.2	0.6	0.7
COc1ccc(NC(=O)C2Cc3c(-c4ccc5c(c4)OCO5)ccnc3O2)cc1OC (centres undefined)	-7.8	6.2	15.3	17.5	-2.0	4.3	-13.2	11.5	4.6
CCCn1c(N2CCC(Cc3ccccc3)CC2)nc2c1c(=O)[nH]c(=O)n2C	2.1	9.3	2.3	-1.6	15.2	-23.3	-7.8	0.3	-7.2
CC(NC(=O)C12CC3CC(C)(CC(C)(C3)C1)C2)c1ccncc1 (centres undefined)	-7.6	-9.7	0.2	12.5	14.6	6.7	0.7	1.4	-8.2
c1ccc(-c2nn[nH]n2)cc1	-1.8	-9.3	1.0	6.7	21.0	-10.8	-2.0	1.0	0.2
C=CCNCc1ccccc1[N+](=O)[O-]	4.2	-7.4	-0.3	7.5	5.7	-9.0	3.0	0.1	-1.9
CC(C)n1cc(/C=C2/NC(=O)N(c3cccc(Cl)c3)C2=O)c2ccccc21	-1.0	-3.1	0.4	0.6	24.0	2.5	-1.9	1.4	-0.6
CCOC(=O)c1cc(-c2ccc(C)cc2)n(CCC(=O)NCCCOC)c1C	2.6	8.3	0.5	-6.2	-4.5	6.5	8.4	0.4	-2.7
CC(C)Cc1cc(C(=O)Nc2c(F)cc(F)cc2Br)no1	-2.2	3.2	-0.4	-7.9	0.4	-4.0	-2.0	0.0	-5.9
N#Cc1nc(-c2ccccc2Cl)oc1N1CCCCC1	-2.3	-6.4	-1.0	-3.4	14.2	-1.9	-1.5	-0.8	-5.4
COc1ccc(C(=O)NCCOc2ccccc2Cl)c(OC)c1OC	0.9	-20.2	6.6	10.4	12.9	-14.7	-5.4	4.0	-2.6
CCCCNC(=O)c1cc2c(-c3ccc(Cl)cc3)nn(C)c2s1	2.3	8.8	0.0	-0.5	9.1	5.7	-8.4	0.2	2.6
COc1ccc(C2NS(=O)(=O)OCC2C)cc1 (centres undefined)	4.2	5.2	1.5	9.3	-8.9	2.1	3.5	-0.2	0.5
CCOC(=O)C1=NN(c2ccccc2)C(=O)/C1=C\c1ccc(N(C)C)cc1	2.3	-3.2	1.3	-4.9	8.2	1.0	-0.7	0.7	-7.5
O=C(NCCc1nnc2ccc(NCC3CCCO3)nn12)c1ccccc1 (centres undefined)	2.3	-16.3	1.8	-2.1	14.9	-2.0	11.7	-0.2	1.2
CN1CCN(C(=O)c2cc(S(=O)(=O)Nc3ccccc3F)c(Cl)cc2Cl)CC1	1.5	-18.9	1.0	-2.8	18.3	-11.8	-0.4	0.7	6.6
Cc1nc(-c2ccncc2)sc1C(=O)Nc1ccc(Br)cc1	-3.4	4.4	0.8	0.8	10.3	-1.7	0.9	8.8	-3.8
